FECH block = human FECH heme synthesis enzyme inhibition | P22830 | calls only at 10 µM (by protocol) | purified FECH, Ni-mesoporphyrin absorbance 550 nm | 20,000 compounds, 3.3% hits | AID 1671448;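 active means enzyme reaction rate more than 3 SD below the solvent-only control wells on the same plate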;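 further: lower slope than DMSO wells means FECH inhibition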
Target sequence (P22830 whole entry, looked up): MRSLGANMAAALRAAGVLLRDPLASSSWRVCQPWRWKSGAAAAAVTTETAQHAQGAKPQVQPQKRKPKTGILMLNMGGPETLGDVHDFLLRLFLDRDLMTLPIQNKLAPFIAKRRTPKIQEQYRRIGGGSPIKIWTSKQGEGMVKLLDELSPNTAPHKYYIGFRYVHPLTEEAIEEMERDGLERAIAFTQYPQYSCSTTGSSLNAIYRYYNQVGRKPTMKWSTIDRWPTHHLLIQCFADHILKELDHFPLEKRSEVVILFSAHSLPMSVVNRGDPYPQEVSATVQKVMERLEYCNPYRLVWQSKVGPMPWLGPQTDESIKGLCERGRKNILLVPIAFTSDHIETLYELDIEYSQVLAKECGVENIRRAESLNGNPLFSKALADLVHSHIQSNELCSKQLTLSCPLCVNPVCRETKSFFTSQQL
Calls only; i = inactive; + = active, no number.

SMILES | FECH block
CC(C)CNC(=O)c1nc[nH]c1C(=O)N1CCc2ccccc2C1 | i
FC(F)(F)Oc1cccc(Cn2cnnc2)c1 | i
CCCn1cc(C(=O)N2CCNCC2C(=O)N2CCCC2)c(C)n1 (stereo not given) | i
Cc1ccc(CN2CCN(CC(=O)Nc3ccc(C)cc3)S2(=O)=O)cc1 | i
CCCn1nc(C(=O)O)c2c1CCC(N(C)Cc1nncn1C(C)C)C2 (stereo not given) | i
COc1ccccc1Cn1c(CNS(=O)(=O)c2ccc(F)cc2)nc2cccnc21 | i
Cc1ccc(NC(=O)N2CCC(n3c(C)nc4cccnc43)CC2)c(Cl)c1 | i
CCc1nc(OCC(=O)NCc2ccc(C)cc2)c2c(-c3ccc(F)cc3)noc2n1 | i
CC(C)(C)CNC(=O)c1[nH]cnc1C(=O)NCC1CC1 | i
CCOCc1cc(C2NCCc3[nH]cnc32)ccc1OC (stereo not given) | i
CN1CCC(Cc2noc(-c3scc4c3OCCO4)n2)CC1 | i
O=C(Nc1nc2n(n1)C(c1ccccc1Cl)C=C(c1ccccc1)N2)c1ccco1 (stereo not given) | i
CC(C)N(CCCNC(=O)C1CCCN1c1nnc(N2CCCC2=O)s1)Cc1ccccc1 (stereo not given) | i
O=C(c1ccc[nH]1)N1CCC(CO)(Cc2ccccc2Cl)CC1 | i
CC1C(=O)N(C)CCN1C(=O)c1ccccc1-c1ccccc1 (stereo not given) | i
COc1ccccc1N(Cc1nc2nc(C)cc(C)n2n1)C(=O)COc1ccc(Cl)cc1 | i
O=C(c1ccccc1-n1cccn1)N1CCN(Cc2ccccc2)CC1 | i
Cc1ccc(C(=O)Nc2nc3n(n2)C(c2c(F)cccc2Cl)C=C(c2ccc(C)cc2)N3)cc1 (stereo not given) | i
CCCNC(=O)C1CCN(c2ccc(-c3ccccc3)nn2)CC1 | i
COc1cc(NC(=O)Nc2ccc(Sc3c(C)c(C)nc4ncnn34)cc2)cc(OC)c1 | i
CCc1ncc2c(n1)CN(C(=O)CC1CC(C)(C)NC(C)(C)C1)C2 | i
CCCCC(=O)NCc1nc2cccnc2n1Cc1ccc(OC)cc1 | i
Cc1cc(NC(=O)COc2ccccc2)n(-c2ncnc3c2cnn3-c2cccc(Cl)c2)n1 | i
Cn1c(=O)c2c(-c3c(F)cccc3Cl)c(NCc3ccccc3)oc2n(C)c1=O | i
O=c1cc(CN2CCc3[nH]nc(-c4ccc(Cl)cc4)c3C2)nc(C2CC2)[nH]1 | i

Part of the list above, field by field.
CCCNC(=O)C1CCN(c2ccc(-c3ccccc3)nn2)CC1
  FECH block = i
COc1cc(NC(=O)Nc2ccc(Sc3c(C)c(C)nc4ncnn34)cc2)cc(OC)c1
  FECH block = i
CCc1ncc2c(n1)CN(C(=O)CC1CC(C)(C)NC(C)(C)C1)C2
  FECH block = i
CCCCC(=O)NCc1nc2cccnc2n1Cc1ccc(OC)cc1
  FECH block = i

Gathered by group, those above containing a furan ring, fused or not
SMILES | FECH block
O=C(Nc1nc2n(n1)C(c1ccccc1Cl)C=C(c1ccccc1)N2)c1ccco1 (stereo not given) | i
Cn1c(=O)c2c(-c3c(F)cccc3Cl)c(NCc3ccccc3)oc2n(C)c1=O | i

Other entries:
SMILES | FECH block
COc1ccccc1-c1cc2n(C)c(C)c(CCC(=O)Nc3ccccc3F)c(=O)n2n1 | i
NS(=O)(=O)c1ccc(NC(=O)CCS(=O)(=O)c2ccc3c(c2)NC(=O)CCS3)cc1 | i
O=C(c1ccc(-c2cn[nH]c2)nc1)N1CCCN(C2CCCCC2)CC1 | i
CCc1c(C)nc2ncnn2c1Sc1ccc(NS(=O)(=O)c2cc(Cl)ccc2OC)cc1 | +
CCOc1ccc(-c2nc(C(N)=O)c3c(n2)n(-c2ccc(C)c(C)c2)c(=O)n3CC)cc1 | i
COc1ccc(C(=O)Nc2sc3c(c2-c2nc4ccccc4s2)CCN(C)C3)c(OC)c1 | i
CC(C)CCNC(=O)c1[nH]cnc1C(=O)NC(c1ccccc1)c1ccccc1 | i
CCCNC(=O)c1nc(N2CCCC2)c2oc3ccccc3c2n1 | i
CCC(Nc1cccc(OC)c1)C(=O)NCC1CCOCC1 (stereo not given) | i
CC(CO)CN(Cc1ccccc1)CC1CC1 (stereo not given) | i
Cc1sc2nc(CCN)nc(N3CC=CCC3)c2c1C | i
CCCCNC(=O)c1ccc(CN2C(=O)CCn3nc(-c4ccccc4)cc32)cc1 | i
COC(=O)CN(c1nc2nc(C)cc(C)n2n1)S(=O)(=O)c1ccc(Cl)cc1 | i
Cc1ccc(Oc2ncccc2CNC(=O)c2cc3ccccc3[nH]2)cn1 | i
Cc1nc2cc(-c3ccn[nH]3)ccc2s1 | i
CCc1ccc(NC(=O)CN2CCN(Cc3cc(C)ccc3C)S2(=O)=O)cc1 | i
Cc1cc(CC(C)Nc2nccc(CCC(F)(F)F)n2)n[nH]1 (stereo not given) | i
Cc1cc2nc(C(=O)N3CCCN(C)C4(CCN(C)CC4)C3)cc(C)n2n1 | i
CCCc1nc(C(=O)N2CCN(C)C3(CCN(C)CC3)C2)cs1 | i
CCn1c(=O)n(CCN(C)C)c(=O)c2cnc(-c3ccc(Cl)cc3)nc21 | i
O=C1CCN(C(=O)c2coc(COc3cccc(F)c3)n2)CCN1 | i
CCN1CCc2c(sc(NC(=O)c3ccco3)c2-c2nc3ccccc3s2)C1 | i
Cc1cc(C)n(CCCC(=O)N2CCC3(CC2)c2ccccc2[C@@H](N)[C@@H]3O)n1 | i
O=C(CN1CCN(Cc2ccc(F)cc2Cl)S1(=O)=O)Nc1ccccc1F | i
O=C(NCCCN1CCCCC1)c1ccc(Nc2cc(-c3ccccc3)ncn2)cc1 | i

Quoted from the listing, two compounds:
SMILES | FECH block
CC(C)CNC(=O)c1nc[nH]c1C(=O)N1CCc2ccccc2C1 | i
FC(F)(F)Oc1cccc(Cn2cnnc2)c1 | i

More records
SMILES | FECH block
Cc1ccc(CNS(=O)(=O)c2ccc3c(c2)CCN3C(=O)CCC(=O)N2CCCCCC2)o1 | i
CC(C)(C)c1ccc(-c2nc3nc(CNc4ccc(Cl)cc4)cc(=O)n3[nH]2)cc1 | i
CCc1ccccc1NC(=O)CN1CCN(Cc2cccc(Cl)c2)S1(=O)=O | i
CCOCCN1CCC=C(CN2CCCC(NC(C)=O)C2)C1 (stereo not given) | i
CCOc1ccc(-c2nc(SCC(=O)NCCCOC)n3[nH]c(=O)cc3n2)cc1 | i
COc1ccc(OCC(=O)Nc2cc(C)nn2-c2ncnc3c2cnn3-c2ccc(C)cc2C)cc1 | i
Cc1n[nH]c(C)c1CCC(=O)NCc1cccnc1N1CCCN(C)CC1 | i
CCn1nc(C)c(NC(=O)CN2CCC(c3nc4c(C)cccc4[nH]3)CC2)c1C | i
O=C(O)c1cc2n(n1)CCN(Cc1cn[nH]c1C1CCCCC1)C2 | i
Cc1cc(=O)[nH]c(CCNC(=O)c2cccc3ccnn23)n1 | i
COCCN1C(=O)CSc2c(c(C)nn2-c2ccccc2)C1C(=O)NCc1ccccc1OC (stereo not given) | i
COc1ccnc(CN2CCC(c3ccc(C(=O)O)cc3)C2)c1OC (stereo not given) | i
Cc1ccc(S(=O)(=O)N2CCN(c3cc(-c4ccc(F)cc4)ncn3)CC2)c(C)c1 | i
COc1ccccc1CNC(=O)c1nc(N2CCCC2)c2oc3ccccc3c2n1 | i
CCc1nc2nc(C)[nH]n2c(=O)c1NC(=O)Nc1cc(C)ccc1OC | i
CN(CCCc1cnn(C)c1)C(=O)c1ccc2ccccc2n1 | i
C=CCC1(CC=C)CCCN1C(=O)C1(N)CC1 | i
COc1ccccc1CNS(=O)(=O)c1cc(N2C(=O)CCS2(=O)=O)ccc1OC | i
CC(Oc1ccc2c(c1)OCO2)c1n[nH]c(Cc2ccccc2)n1 (stereo not given) | i
C=CCSc1ncc(Cl)c(C(=O)Nc2ccc(S(N)(=O)=O)cc2)n1 | i
C=Cc1cccc(CN2CCC3(CC2)CNC(=O)C3)c1 | i
CC(C)CCNC(=O)C1c2c(n(C)c3ccccc23)SCC(=O)N1c1ccccc1F (stereo not given) | i
Cc1ccccc1-c1cc(N2CCN(C(=O)NC(C)C)CC2)ncn1 | i
CCS(=O)(=O)N1CCN(Cc2nc3cccnc3n2-c2cccc(F)c2)CC1 | i
O=C(NC1CC1)C1CCCN(C2CCN(c3ccnc4ccccc34)CC2)C1 (stereo not given) | i

A draw from above in order of SMILES length, falling:
SMILES | FECH block
COc1ccc(OCC(=O)Nc2cc(C)nn2-c2ncnc3c2cnn3-c2ccc(C)cc2C)cc1 | i
Cc1ccc(S(=O)(=O)N2CCN(c3cc(-c4ccc(F)cc4)ncn3)CC2)c(C)c1 | i
CCOc1ccc(-c2nc(SCC(=O)NCCCOC)n3[nH]c(=O)cc3n2)cc1 | i
C=CCSc1ncc(Cl)c(C(=O)Nc2ccc(S(N)(=O)=O)cc2)n1 | i
CCOCCN1CCC=C(CN2CCCC(NC(C)=O)C2)C1 (stereo not given) | i

Additional compounds follow:
SMILES | FECH block
Cc1ccoc1C(=O)NCCNc1cccnc1 | i
CCOC(=O)CCc1c(C)nc2nc(CNc3cccc(C(F)(F)F)c3)[nH]n2c1=O | +
Cc1ccc(-c2ccnc(NCc3ncn[nH]3)n2)c(C)n1 | i
Cc1ncc(-c2c(-c3ccccc3)ncn2CCCCN2CCCC2)[nH]1 | i
CN(Cc1cc2cc(F)ccc2[nH]1)Cc1cn[nH]c1C(=O)O | i
CN(C)C1CCCN(C(=O)c2ccc3cc[nH]c3c2)CC1 (stereo not given) | i
CCCNC(=O)C1CCC(Cn2c(=O)c3sccc3n(CC(=O)NC(C)CC)c2=O)CC1 (stereo not given) | i
CCC(=O)Nc1ccccc1-c1nnc(SCC(=O)Nc2cccc(Cl)c2Cl)[nH]c1=O | i
CCCN1C(=O)c2c(NC(C)=O)c3cc(F)ccc3n2CC1(C)C(=O)NC1CCCCC1 (stereo not given) | i
NCCc1n[nH]c(=O)n1-c1ccc(Cl)c(C(F)(F)F)c1 | i
Cc1ccc2cc(-c3noc(CCC(=O)Nc4ccccc4C)n3)c(=O)[nH]c2c1 | i
Cc1ccc2cc(CN3CCN(C)C(C(=O)O)C3)c(N3CCOCC3)nc2c1 (stereo not given) | i
CSc1ccc(CNC(=O)c2cc3n(n2)CC(C)(C(=O)NCc2ccc(F)cc2)N(C)C3=O)cc1 (stereo not given) | i
CCCc1cc(N2CCCCC2CC)n2nc(-c3cccnc3)nc2n1 (stereo not given) | i
COc1ccc(CNc2nc3nc(CNc4ccc(Br)cc4)cc(=O)n3[nH]2)cc1 | i
Cc1nc2c(c(=O)n1C)CCN(C(=O)CN1CCCCC1=O)CC2 | i
COc1ccc(NCc2cc(=O)n3[nH]c(NCc4ccc(F)cc4)nc3n2)cc1 | i
Cc1ccc(Nc2cc(C)nc(Nc3ccc(NC(=O)c4ccco4)cc3)n2)cc1 | i
O=S(=O)(NCc1nc2cccnc2n1C1CC1)c1cccc2nsnc12 | i
CN1CCC2(CC1)CN(C(=O)c1ccc3cccc(F)c3n1)CCN2C | i
COc1ccccc1-n1nc(C(C)C)nc1CCc1cccnc1 | i
COC(=O)c1cc2n(n1)CCN(C(=O)c1cc3c(nc1OC)CCC3)C2 | i
Cc1cccc(-c2nc3nc(CN4CCCCCC4)cc(=O)n3[nH]2)c1 | i
Fc1cccc(Nc2nc(NCCc3ccccc3)nc3c2cnn3-c2ccccc2)c1 | i
CC1CCN(Cc2cc(=O)n3[nH]c(-c4ccc(C(C)(C)C)cc4)nc3n2)CC1 | i

Additional structures follow:
SMILES | FECH block
CCc1cn[nH]c1C1CCCN(C(=O)c2cc(-c3c(C)nn(C)c3C)nn2C)C1 (stereo not given) | i
CN(C)C(=O)c1ccc2c(c1)N(CC(=O)NC1CCCC1)C(=O)C1CCCCN21 (stereo not given) | i
CCc1ccc(NC(=O)N2CCN(c3cc(-c4ccc(OC)cc4)ncn3)CC2)cc1 | i
CCn1c(CC2CCN(C(=O)c3ccc(CN(C)C)o3)CC2)nn(C)c1=O | i
COCc1nc(CNC2CCCC(C)(C)C2)no1 (stereo not given) | i
Cc1ccc2oc(C(=O)N(C)Cc3nc(-c4ccncc4)no3)cc2c1 | i
CCOc1ccccc1CNC(=O)c1nc(N2CCCC2)c2oc3ccccc3c2n1 | i
Cc1cc(C)n(CC(C)NCc2n[nH]c3c2CCC3)n1 (stereo not given) | i
Cc1ccc(SCCN(C)Cc2nc(C)ccc2O)cc1 | i
CN(Cc1cc(-c2ccncc2)no1)Cc1ccc(CO)o1 | i
CN1C[C@@H](NC(=O)N2CCOCC2)C[C@H]1C(=O)NCC1(O)CCCCC1 | i
CC(=O)c1cccc(Nc2c(-c3ccc4c(c3)CCCC4)c(=O)c2=O)c1 | i
CCN1C(=O)c2ccccc2Sc2cc(-c3noc(CNS(=O)(=O)c4ccccc4)n3)ccc21 | i
Cc1ccncc1C(=O)Nc1ccccc1OCCOc1ccccc1 | i
Cc1ccc(-c2cn(CC3CCN(c4cc(C)nc(N)n4)CC3)nn2)cc1 | i
COc1ccc(Cl)cc1S(=O)(=O)Nc1cnc(N(C)Cc2ccccc2)c(C(=O)O)c1 | i
O=C(O)c1ccccc1C1CCN(C(=O)CCn2cnc3ccccc32)C1 (stereo not given) | i
CCOc1ccc(N2CC(NC(=O)c3ccc(S(=O)(=O)N4CCCC4)cc3)CC2=O)cc1 (stereo not given) | i
Cc1cccc(CN2CCN(Cc3ccc(C)c(C)c3)C(=O)C2)n1 | i
Cc1ccc(N(Cc2nc3nc(C)c(Cl)c(C)n3n2)C(=O)c2ccccc2F)cc1 | i
CC(C)(C)c1ccc(-c2nc3nc(CN4CCN(c5ccc(F)cc5)CC4)cc(=O)n3[nH]2)cc1 | i
CCc1nccn1CCC(=O)N1CCCC2(CNC(=O)O2)C1 (stereo not given) | i
Cc1cc(C(=O)N(Cc2ccccn2)CC2CCCO2)nc(C)n1 (stereo not given) | i
O=C(CN1C(=O)C2CCCCN2c2ccc(S(=O)(=O)N3CCCCC3)cc21)NCc1ccccc1 (stereo not given) | i
CSc1nc(NC(C)(C)C)c(C#N)c(-c2ccc(Cl)cc2)n1 | i
CCOc1ccc(-c2nc(SCC(=O)NCC3CCCO3)n3[nH]c(=O)cc3n2)cc1 (stereo not given) | i
Cc1nc(CN2CCC=C(CCNC(=O)N3CCOCC3)C2)no1 | i

Screening results (PubChem)

An excerpt, so the mix of outcomes need not match the whole.
